MEX-5 binding: C. elegans MEX-5 TCR-2 RNA binding activity; MEX-5/FITC-TCR2 RNA binding, fluorescence polarization; stronger effect = lower value; activity score (negative = inhibition of binding), % at 10 µM; 300,000 tested, 0.38% active;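 active = inhibition past about -25% in most replicates, and total fluorescence under double the plate's negative control median, limit read from the data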;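 note: 0% = DMSO and -100% = 5 µM competing unlabeled TCR2 RNA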
PAD4 FP inh: blocks human protein arginine deiminase 4. AID 485272. inhibition, % at 6.36 µM. Q9UM07. 330,000 tested, 0.41% active. recombinant PAD4, RCA probe fluorescence polarization;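 active = percent inhibition above a cutoff equal to the mean of all tested compounds plus 3 SD, cut at about 15% in these data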;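 note: 0% = PAD4 with RCA probe and DMSO and 100% = probe without PAD4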
PME-1 inh: PME-1 (human) inhibition; inhibition, % at 5.9 µM; recombinant PME-1, FP-Rh probe fluorescence polarization; 320,000 tested, 0.53% active; Q9Y570;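 active = inhibition above the campaign mean of all compounds plus 3 SD, cut at about 26% in these data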;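 note: competitive labeling of PME-1 active site by serine hydrolase directed probe; 0% = PME-1 with DMSO and 100% = wells lacking PME-1 enzyme; inhibitors block probe labeling so polarization falls and inhibition rises; many of its hits are not listed in these tables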
MCL1-BIM inh: MCL1-BIM-BH3 interaction inhibition (human). Q07820. AID 2057. inhibition, % at 10.9 µM. 320,000 tested, 0.68% active. GST-MCL1 / FITC-Bim-BH3 fluorescence polarization;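 active = inhibition above the mean inhibition of all tested compounds plus 3 SD, set per campaign, cut at about 40% in these data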;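 note: 0% = DMSO wells and 100% = unlabeled Bim-BH3 peptide control; higher means more loss of mP so more displacement of Bim peptide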
Target sequence (Q07820 whole entry, looked up): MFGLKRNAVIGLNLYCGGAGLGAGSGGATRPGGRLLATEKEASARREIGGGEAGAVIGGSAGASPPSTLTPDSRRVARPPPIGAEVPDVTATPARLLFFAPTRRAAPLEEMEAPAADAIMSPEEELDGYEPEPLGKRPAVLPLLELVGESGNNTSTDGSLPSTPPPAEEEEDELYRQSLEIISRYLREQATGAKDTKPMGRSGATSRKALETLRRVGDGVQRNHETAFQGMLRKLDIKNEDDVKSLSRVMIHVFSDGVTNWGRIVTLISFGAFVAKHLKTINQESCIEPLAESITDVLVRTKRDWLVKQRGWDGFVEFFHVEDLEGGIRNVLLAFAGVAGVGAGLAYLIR
TPT1 inh: C. albicans TPT1 enzyme inhibition; recombinant caTPT1, FP RNA substrate dephosphorylation; inhibition, % at 5 µM; 300,000 tested, 0.81% active; AID 1962;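 active = inhibition above the mean of all tested compounds plus 3 SD, set per screening campaign, cut at about 24% in these data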;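 note: plate controls were DMSO alone for no effect and ferristatin control at 100 nM for full effect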
Bcl-xL primary: blocks human Bcl-xL binding to Bim BH3 peptide; GST-Bcl-xL / FITC-Bim BH3 peptide fluorescence polarization; Q07817; 320,000 tested, 0.7% active; inhibition, % at 10.9 µM;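 active = inhibition above the mean of all tested compounds plus 3 SD, cutoff set per campaign, cut at about 30% in these data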;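 note: 0% = DMSO wells and 100% = unlabeled Bim-BH3 peptide competitor; inhibitors lower millipolarization by displacing the labeled peptide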
Target sequence (Q07817 whole entry, looked up): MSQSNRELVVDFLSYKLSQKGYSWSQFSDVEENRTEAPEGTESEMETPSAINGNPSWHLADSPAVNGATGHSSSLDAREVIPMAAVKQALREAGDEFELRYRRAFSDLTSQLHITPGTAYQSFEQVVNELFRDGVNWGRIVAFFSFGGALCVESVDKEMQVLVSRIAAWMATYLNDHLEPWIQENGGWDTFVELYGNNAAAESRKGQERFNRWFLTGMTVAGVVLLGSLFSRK
GLD-1 TGE inh: GLD-1-TGE RNA interaction inhibition (C. elegans); Q17339; purified GLD-1 + fluorescein TGE RNA, fluorescence polarization; inhibition, % at 5.96 µM; 320,000 tested, 0.44% active;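 active = percent inhibition above a per-plate cutoff, the plate mean of test compounds plus 3 SD, cut at about 30% in these data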;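 note: 0% = DMSO wells with GLD-1 and probe and 100% = wells lacking GLD-1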
Fam108B inh: blocks mouse Fam108B hydrolase in RBBP9 counter-screen | inhibition, % at 9.51 µM | 300,000 tested, 0.33% active | recombinant Fam108B, FP-Rh probe fluorescence polarization;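 active = inhibition above the screen mean inhibition plus 3 SD, computed separately per campaign, cut at about 18% in these data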;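 note: inhibitors lower polarization as less probe binds the enzyme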
GSTO1 counter: GSTO1 inhibition, counter-screen for RBBP9 inhibitors; P78417; recombinant GSTO1, activity-based probe fluorescence polarization; inhibition, % at 5.96 µM; 300,000 tested, 1.1% active; AID 1974;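 active = inhibition above the campaign mean inhibition plus 3 SD, cut at about 35% in these data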;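 note: 0% = GSTO1-1 with DMSO and 100% = wells lacking GSTO1-1 enzyme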
Target sequence (P78417 whole entry, looked up): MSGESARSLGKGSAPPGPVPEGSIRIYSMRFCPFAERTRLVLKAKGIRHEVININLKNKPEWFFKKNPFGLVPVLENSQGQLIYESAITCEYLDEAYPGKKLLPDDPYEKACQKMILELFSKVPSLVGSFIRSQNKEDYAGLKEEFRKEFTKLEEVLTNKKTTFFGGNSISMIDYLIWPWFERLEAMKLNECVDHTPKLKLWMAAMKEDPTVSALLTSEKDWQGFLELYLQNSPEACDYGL
Starred values were filed as active, the others as inactive; / = not tested or not shown. An excerpt (hit frequency here may not be typical).

SMILES	MEX-5 binding	PAD4 FP inh	PME-1 inh	MCL1-BIM inh	TPT1 inh	Bcl-xL primary	GLD-1 TGE inh	Fam108B inh	GSTO1 counter
Cc1ccc(NC(=O)CSc2nsc(SCC(=O)Nc3ccc(C)cc3C)c2C#N)c(C)c1	2.7	-0.4	3.9	14.6	1.2	-3.9	4.1	2.9	10.3
O=C(O)c1ccc(CNC(=O)c2ccccc2NC(=O)c2cccc([N+](=O)[O-])c2)cc1	0.5	-0.3	-4.3	-0.9	-6.5	1.4	1.3	-5.0	-7.2
O=C(N/N=C/c1cccnc1)c1cc(-c2cccs2)nc2ccccc12	1.9	-3.4	5.2	-1.7	-2.8	4.0	2.0	-5.6	-1.9
CSc1ccccc1NC(=O)COC(=O)c1c[nH]c(=O)[nH]c1=O	1.1	-2.5	2.3	1.5	-2.2	-0.8	-8.5	3.2	4.5
CCOc1cc(CNn2cnnc2SCC(=O)NC(C)(C)C)ccc1OCC(=O)NC(C)(C)C	-2.6	0.9	0.5	-5.4	-5.3	6.0	-1.9	-4.2	-3.8
Cc1ccsc1C(=O)N1CCc2ccccc2C1	1.1	2.0	2.7	-4.4	0.1	-0.2	1.3	3.1	-5.4
COC(=O)c1c(N2C(=O)Nc3ccccc3N2O)sc(C)c1C	-1.2	-1.6	1.8	1.4	0.4	0.7	-3.8	0.4	2.3
COc1ccc(/C=N/NC(=O)c2nnn(-c3nonc3N)c2-c2cccc(OC)c2)cc1	-0.6	-6.6	1.2	-4.2	1.7	1.3	-8.7	-0.6	-1.5
CCOC(=O)Cc1csc(SCc2nc3sc4c(c3c(=O)[nH]2)CCC4)n1	/	2.9	-2.5	6.3	5.4	2.8	-7.1	2.9	11.4
COc1ccc(COc2cc(-c3cccc(OC)c3)nc3ccc(NC(=O)c4ccccc4)cc23)cc1	1.0	1.9	-37.3	-3.1	-2.4	3.0	-1.3	-44.3	-22.6
COCCn1c(SCC(=O)Nc2ncc(Cl)c(C)c2Cl)nc2ccccc21	2.3	-3.6	-3.2	0.0	-1.5	1.0	3.4	0.8	1.0
CCNC(=O)COc1ccc(F)cc1C(=O)c1cnn(-c2ccccc2)c1	0.4	0.1	2.9	-8.0	0.0	0.0	-3.2	-3.5	9.8

The last 2 compounds of the part before lead into the next.
SMILES	MEX-5 binding	PAD4 FP inh	PME-1 inh	MCL1-BIM inh	TPT1 inh	Bcl-xL primary	GLD-1 TGE inh	Fam108B inh	GSTO1 counter
COCCn1c(SCC(=O)Nc2ncc(Cl)c(C)c2Cl)nc2ccccc21	2.3	-3.6	-3.2	0.0	-1.5	1.0	3.4	0.8	1.0
CCNC(=O)COc1ccc(F)cc1C(=O)c1cnn(-c2ccccc2)c1	0.4	0.1	2.9	-8.0	0.0	0.0	-3.2	-3.5	9.8
O=C(Nc1nc2cc3c(cc2s1)OCO3)c1cccc(N2C(=O)CCC2=O)c1	-1.0	-2.6	-16.3	4.5	-1.6	1.1	0.0	0.7	4.6
CC1CCN(c2ccc(NC(=O)c3cccnc3Cl)cc2)CC1	-2.6	-10.5	2.8	8.0	6.8	3.9	-124.3	2.1	-2.0
CC(=O)c1c(C)[nH]c(C(=O)N2CCN(c3ccccn3)CC2)c1C	-1.4	-1.0	-2.8	3.3	-2.9	7.3	4.6	6.3	5.3
O=C1c2ccccc2NC(c2ccc3c(c2)OCO3)N1O (configuration not stated)	-4.9	-4.0	4.5	4.1	2.7	5.7	6.7	3.7	6.1
Cc1ccc(OCC(=O)NCCNC(=O)c2ccc(C)nc2)cc1	0.0	-5.0	-1.1	-4.1	1.4	-1.6	-4.2	-3.2	-0.2
CC(=O)Nc1nc(-c2ccc(Cl)cc2)ns1	-4.2	-1.7	-15.2	1.7	1.9	-2.9	-4.8	3.3	-2.2
O=C(COC(=O)c1ccc[nH]c1=O)Nc1ccc(S(=O)(=O)N2CCCC2)cc1	-1.1	1.0	5.8	-11.5	1.0	-5.2	8.9	1.2	-0.2
COc1ccc(-c2nn(-c3ccccc3)cc2/C=N/NC(=O)c2cccc(S(=O)(=O)Nc3ccccc3OC)c2)cc1	-2.3	-10.7	-62.7	-2.1	1.8	-1.3	12.4	-44.5	-49.1
N#Cc1cc(N)ccc1Sc1ccc(Cl)cc1	3.8	-0.5	5.1	-8.9	-0.7	0.5	2.2	-2.6	-11.8
Cc1ccc(NC(=O)C2CCCN(C(=O)c3ccc(Cl)cc3)C2)cc1 (configuration not stated)	1.3	-4.2	4.2	-1.4	-6.0	-2.0	-3.2	0.1	6.9
CC(C)N(CCn1c(SCC(=O)Nc2cccnc2Cl)nc2ccccc2c1=O)C(C)C	/	13.1	8.4	13.6	/	17.4	2.1	/	/
O=C(O)/C(=C\c1cn(-c2ccccc2)nc1-c1cccnc1)NC(=O)c1ccccc1	2.1	1.6	5.1	11.2	-3.9	5.3	-0.5	-2.0	2.1
O=C1CCc2cc(NS(=O)(=O)c3cc(F)ccc3F)cc3c2N1CC3	-12.0	5.1	-1.8	10.2	1.9	6.1	5.0	1.0	-3.8
CNS(=O)(=O)c1ccc(NC(=O)c2cnn3c(C(F)F)cc(-c4ccccc4)nc23)cc1	0.9	-4.9	7.4	-1.9	-4.1	6.6	-5.4	-3.9	8.3
CC1CCCN(S(=O)(=O)c2ccc(S(=O)(=O)N3CCC4(CC3)OCCO4)cc2)C1 (configuration not stated)	0.4	-3.8	10.4	-1.3	-4.3	4.5	6.9	-0.6	4.2
CCOC(=O)c1c(CSC(=N)N)n(-c2ccccc2)c2cc(Br)c(OC(C)=O)cc12	2.1	5.6	-3.1	-1.6	0.3	2.0	3.0	-1.7	-16.0
Cc1cc(C)cc(NC(=O)C2CCCN(c3ncccn3)C2)c1 (configuration not stated)	1.2	-1.2	-7.4	2.0	-3.3	-2.0	4.6	-3.1	1.1
COc1ccc(Cn2nnnc2C(CC(C)C)N2CCC(C(N)=O)CC2)cc1 (configuration not stated)	-0.3	-0.3	-9.2	4.3	-8.0	9.4	2.0	1.4	-6.3
COc1ccc(NCc2ccccc2[N+](=O)[O-])cc1OC	-0.2	-9.1	-2.2	9.6	1.3	14.5	7.0	1.2	-0.9
COC(=O)[C@@]12CCCN1[C@H](c1ccc(-c3ccc(OC)cc3)cc1)[C@@H]1C(=O)N(C)C(=O)[C@@H]12	1.3	-2.8	-8.0	-1.1	1.8	1.7	-12.1	1.1	-3.0
Cc1nc2ccccc2n1CC(=O)NC1CCCCCC1	-0.8	1.2	-8.5	-9.6	-1.5	-0.7	-1.2	-4.3	-4.9
CON(C)S(=O)(=O)c1cccc(C(=O)NC2CCSc3ccccc32)c1 (configuration not stated)	-1.1	-1.9	1.9	2.2	0.4	2.0	7.0	-5.7	-5.5
Cc1cc(C)cc(OCC(=O)NN2C(=O)c3ccccc3C2=O)c1	0.5	-1.1	-1.4	6.1	3.2	3.3	2.6	8.2	-2.5
COc1cc(S(=O)(=O)NC(Cc2c[nH]c3ccccc23)C(=O)O)ccc1NC(C)=O (configuration not stated)	-1.6	-0.9	-6.1	-0.4	-1.0	0.6	-6.3	1.6	5.8
Cc1ccc(CNC(=O)CSc2nc3ccsc3c(=O)n2Cc2ccc(C(=O)O)cc2)cc1	-2.8	3.2	-1.5	-2.0	-0.1	2.2	-0.7	3.0	0.2
O=C(CCCN1C(=O)/C(=C/c2cccc(Br)c2)SC1=S)N1CCOCC1	1.1	-1.5	-10.2	-3.9	-0.5	-1.2	2.2	-3.2	-1.5
COc1ccc(Cn2c(=O)cc(C)[nH]c2=S)cc1	/	-3.4	3.4	-1.6	-2.4	3.4	5.5	-1.4	6.8
O=C(NCc1ccccc1)/C(NC(=O)c1ccccc1)=C(/Sc1ccccn1)c1ccccc1	2.2	-1.7	1.2	3.6	5.3	5.4	0.4	-2.4	5.0
O=C(Nc1ccccc1)c1ccc(NCc2ccco2)c(S(=O)(=O)N2CCOCC2)c1	1.6	0.1	-6.6	3.9	-0.1	4.8	-0.7	-3.2	-7.6
O=C(c1ccccc1Cc1ccccc1)N1CCN(S(=O)(=O)c2ccccc2[N+](=O)[O-])CC1	0.2	-0.3	5.2	-16.0	-0.1	-13.5	3.2	1.0	7.9
CCOC(=O)CC1(NC(=O)C2CCC(=O)N(C3CC3)C2)CCCCC1 (configuration not stated)	1.6	-2.8	-1.0	-5.2	1.6	1.3	-8.5	1.4	2.6
O=C(O)CSc1ncnc2scc(-c3ccccc3)c12	-0.3	6.3	1.8	2.5	1.4	3.1	3.3	-0.3	2.3
CN(CCC#N)C(=O)COC(=O)c1ccc(Cl)cc1O	1.4	-1.9	0.0	4.5	-1.4	3.0	-1.2	-3.3	6.4
CC(Sc1nnc(C2CC2)n1N)C(=O)NC1CCCCC1C (configuration not stated)	0.5	0.4	-4.0	2.5	-0.8	5.1	2.2	1.1	-3.9
O=C(c1ccc2[nH]c(=O)c(=O)[nH]c2c1)N1CCc2ccccc21	0.4	-5.4	-0.3	-3.0	1.4	1.7	1.9	0.7	1.0
O=C(O)c1ccccc1/C=N/Nc1ccc(S(=O)(=O)N2CCCC2)cc1[N+](=O)[O-]	2.6	0.3	10.9	4.7	-7.5	8.2	4.3	4.6	3.0
Cc1cccc(NC2=C(Cl)C(=O)OC2OC(=O)c2ccco2)c1 (configuration not stated)	0.3	-9.4	4.0	-3.4	3.3	-4.4	-2.8	-1.1	0.9
CN(CC(=O)Nc1cccc(F)c1)C(=O)CN1C(=O)NC2(CCCC2)C1=O	/	-2.0	-0.8	-12.6	/	-4.3	-3.0	/	/
Cc1ccccc1C(=O)Nc1cccc(C(=O)Nc2ccccc2C(=O)O)c1	-1.1	-3.5	-0.3	-2.8	1.3	2.9	3.8	2.1	-20.1
O=C(NC(=O)N1CCSCC1)c1c(Cl)cccc1Cl	0.3	4.0	-0.8	1.6	-1.8	2.5	0.9	0.6	-9.4
Cc1ccccc1NC(=O)/C(=C/c1ccco1)c1ccccc1	0.1	1.3	-2.9	-2.5	-3.9	2.9	-5.3	1.4	-0.2
O=C(NCCc1ccccc1)C1CCC(=O)N(Cc2ccc(Cl)cc2)C1 (configuration not stated)	-1.3	-5.0	4.5	2.4	-1.8	3.9	3.9	5.4	0.6
CC(C)(C)OC(=O)N1CCC(Cc2cc(-c3ccccc3)no2)(C(=O)O)CC1	-4.8	-0.4	1.3	-6.5	0.9	-1.8	8.7	-1.7	2.9
O=C(c1cccs1)N1CCC(c2nc(-c3ccc(S(=O)(=O)N4CCOCC4)cc3)no2)CC1	0.2	1.1	-1.9	2.1	0.2	1.1	5.3	0.9	-5.3
CSCCC(=O)N1CCCC(CNC(=O)c2ccc(-c3ccccc3)cc2)C1 (configuration not stated)	0.1	1.4	-0.8	5.0	0.3	2.1	0.5	-4.2	0.8
Cc1cccc(OCC(=O)Nc2ccccc2F)c1	1.3	-2.2	-5.6	0.9	-8.6	5.9	12.8	-4.3	12.2
O=C(Nc1cc(C(F)(F)F)ccc1N1CCCCC1)c1cccc([N+](=O)[O-])c1	1.7	2.5	1.4	3.7	2.4	5.4	1.4	-1.4	0.8
Cc1ccsc1C(=O)NN=C1CCCCCC1	-0.8	-0.7	-0.4	6.2	-2.7	6.0	6.1	-0.2	1.3
CC12CCC(C(=O)Nc3nc4ccccc4s3)(OC1=O)C2(C)C (configuration not stated)	-1.0	-2.2	-2.9	5.4	1.6	3.8	-3.5	-2.8	2.7
CCOc1cc(NC(=S)NCC2CCCO2)c(OCC)cc1NC(=O)CC(C)C (configuration not stated)	0.9	0.4	1.0	-0.5	-0.5	7.1	-0.7	-2.5	5.8

Assay outcomes as filed in PubChem.
